HCV NS3 hel inh: HCV NS3 helicase inhibition. inhibition, % at 10.9 µM. NS3 helicase DNA unwinding, Cy5 molecular beacon fluorescence. 290,000 compounds, 0.56% hits;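 active means inhibition above the mean of all tested compounds plus 3 SD, set per campaign, cut at about 35% in these data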;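 further: 0% = DMSO wells and 100% = thioflavine S control wells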
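Control set: DMSO versus 110 µM thioflavine S; Material: NS3 helicase fragment of HCV; Measured by: Cy5 fluorescence at 0 and 60 min, beacon hairpin quenching; Read-out basis: percent inhibition from t60/t0 fluorescence ratio; Times: reaction time 60 min, 25 °C; Repeats: single replicate; Compound dosing: single dose, 10.9 µM nominal final, DMSO 0.8% final.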
OXTR ag: activates the human oxytocin receptor. CHO-OTR cells, Fluo-8 calcium fluorescence; normalized: DMSO 0%, oxytocin 100%. activation, % at 3 µM. 320,000 compounds, 0.32% hits. AID 2435;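 active means activation above the mean of all tested compounds plus 3 SD, cutoff set per screening run, cut at about 20% in these data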;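 further: peak over basal fluorescence ratio from a 100 s FLIPR kinetic read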
Target sequence (P30559 whole entry, looked up): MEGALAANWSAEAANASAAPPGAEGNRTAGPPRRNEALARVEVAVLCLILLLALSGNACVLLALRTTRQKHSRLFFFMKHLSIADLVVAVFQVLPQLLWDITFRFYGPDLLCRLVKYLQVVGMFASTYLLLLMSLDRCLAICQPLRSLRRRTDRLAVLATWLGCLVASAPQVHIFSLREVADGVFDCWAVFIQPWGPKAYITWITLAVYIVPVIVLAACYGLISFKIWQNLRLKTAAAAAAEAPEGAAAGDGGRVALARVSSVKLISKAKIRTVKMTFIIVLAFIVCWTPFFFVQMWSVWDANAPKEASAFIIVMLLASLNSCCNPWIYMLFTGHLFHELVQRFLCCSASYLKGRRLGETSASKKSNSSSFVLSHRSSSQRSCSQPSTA
FID counter: displaces DNA intercalator in HCV helicase counter-screen; DNA fluorescent intercalator displacement, fluorescence; inhibition, % at 7.9 µM; 290,000 compounds, 0.17% hits; AID 1845; in the data active means inhibition above about 37%;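 further: 0% = vehicle and 100% = reference compound; higher means more ethidium bromide displaced from hairpin DNA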
IMP-1 inh: inhibitors of Pseudomonas aeruginosa IMP-1 metallo-beta-lactamase; purified IMP-1, nitrocefin hydrolysis, epi-absorbance fluorescence; inhibition, % at 5.6 µM; 290,000 compounds, 0.45% hits; AID 1556;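 active means inhibition above the mean plus 3 SD of all compounds in the same screening run, cut at about 4.5% in these data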;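 further: 0% = IMP-1 with DMSO and 100% = DMSO wells lacking enzyme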
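system = purified recombinant IMP-1 beta-lactamase | amount = 0.2 nM IMP-1, as dispensed | medium = HEPES buffer pH 7.1 with ZnSO4 and Brij 35 | times = 25 °C, 15 min preincubation, 25 min reaction | detection = plate fluorescence quenching by hydrolysis product, ex 480/em 530 nm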
PHOSPHO1 block: blocks human PHOSPHO1 phosphatase activity; Q8TCT1; recombinant PHOSPHO1, absorbance phosphatase assay; inhibition, % at 13.3 µM; 290,000 compounds, 1.1% hits; AID 1565; in the data active means inhibition above about 60%
VIM-2 inhibitor: blocks Pseudomonas aeruginosa VIM-2 metallo-beta-lactamase. 290,000 compounds, 0.89% hits. purified VIM-2, nitrocefin hydrolysis, epi-absorbance fluorescence. inhibition, % at 5.6 µM;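 active means inhibition above the mean of all tested compounds plus 3 SD, cutoff set per screening run, cut at about 7.5% in these data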;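 further: red hydrolysis product quenches plate fluorescence so inhibitors raise well fluorescence; 0% = enzyme with DMSO and 100% = DMSO without enzyme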
GPR7 antag: human neuropeptides B/W receptor 1 antagonism; AID 1861; P48145; GPR7-expressing cells, fluorescence antagonist assay; 290,000 compounds, 1.1% hits; inhibition, % at 4.4 µM; in the data active means inhibition above about 16%, passing the limit was not always enough;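 further: cells stimulated with the agonist NPW; 0% = agonist with vehicle and 100% = vehicle without agonist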
GalR3 antag: human GalR3 antagonism; inhibition, % at 3 µM; O60755; HEK293 GalR3-CNG cAMP membrane potential fluorescence; galR3 body fused to GalR1 C-terminus; 360,000 compounds, 0.44% hits;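 active means inhibition above the screen-wide average plus 3 SD, cut at about 13% in these data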;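 further: forskolin and galanin both at EC90 stimulate the cells; cAMP rise reported by CNG channel membrane potential dye signal; 0% = forskolin plus galanin with DMSO and 100% = forskolin alone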
V1aR counter: V1a receptor agonism, counter-screen for OXTR agonists; P37288; CHO-V1R cells, Fluo-8 calcium fluorescence, agonist mode; 0% DMSO, 100% 3 nM vasopressin; activation, % at 3 µM; 320,000 compounds, 0.25% hits; AID 2797;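 active means activation above the mean activation of all tested compounds plus 3 SD, per screening run, cut at about 20% in these data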;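 further: signal is peak over basal fluorescence ratio across a 100 second FLIPR read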
Target sequence (P37288 whole entry, looked up): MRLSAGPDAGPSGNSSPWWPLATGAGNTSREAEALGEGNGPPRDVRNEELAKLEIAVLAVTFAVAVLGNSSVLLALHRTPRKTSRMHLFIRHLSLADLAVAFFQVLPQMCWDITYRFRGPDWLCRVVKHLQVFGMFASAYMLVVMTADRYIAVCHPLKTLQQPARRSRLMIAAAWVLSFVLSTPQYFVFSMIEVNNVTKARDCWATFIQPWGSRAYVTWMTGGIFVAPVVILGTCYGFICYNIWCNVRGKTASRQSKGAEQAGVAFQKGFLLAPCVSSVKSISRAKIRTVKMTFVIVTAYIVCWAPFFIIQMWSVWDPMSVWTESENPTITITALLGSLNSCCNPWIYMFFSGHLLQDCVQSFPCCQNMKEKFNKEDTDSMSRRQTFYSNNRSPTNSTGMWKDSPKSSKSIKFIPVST
Starred values were filed as active, the others as inactive; nt = no result given.

SMILES	HCV NS3 hel inh	OXTR ag	FID counter	IMP-1 inh	PHOSPHO1 block	VIM-2 inhibitor	GPR7 antag	GalR3 antag	V1aR counter
N#Cc1nc(-c2ccc(OCc3ccc(Cl)cc3)cc2)oc1NCc1cccnc1	2	2.5	-1	-3.1	4	0.1	-2	-4	0.4
Cc1nc(-c2ccccn2)nc(SCC(=O)c2ccccc2)c1Cl	15	-2.9	-19	-2.2	8	54*	0	-7	-1.9
Cc1ccc(/C=C/C(=O)O)cc1S(=O)(=O)Nc1ccccc1C(=O)O	-2	0.0	-3	-0.9	34	-0.8	-9	7	0.4
CN(C)CCOC(=O)c1ccc(COc2ccccc2Br)o1	-18	1.6	4	-2.3	29	0.1	4	-9	1.5
C#CCNC(=O)C1=C[C@H](c2coc3ccccc3c2=O)C[C@H](OCCCCO)O1	0	-2.1	-11	-2.4	4	-0.3	-13	7	-1.1
CNC(=O)C1CCN(S(=O)(=O)c2c(C)noc2/C=C/c2cccc(OC)c2)CC1	-18	-0.1	-45	0.7	33	-1.5	4	4	1.4
OC(c1ccc(Cl)cc1)C(CN1CCOCC1)c1ccccc1 (stereo not given)	-5	-0.1	4	-1.9	20	1.3	7	-2	5.2
O=C(COc1ccc(S(=O)(=O)N2CCOCC2)cc1)N1CCN(c2ccccc2)CC1	23	8.2	-48	-1.1	68*	-2.2	10	1	10
CN(Cc1cc2ccccc2[nH]c1=O)S(=O)(=O)c1ccccc1	-2	3.0	-7	-2.6	-16	-0.2	-5	-3	0.3
O=C(c1ccc(S(=O)(=O)NCC2CCCO2)cc1)N1CCN(c2ccccc2F)CC1 (stereo not given)	7	0.7	-31	-2.9	50	-1.6	-5	-3	2.0
O=C(CN(C(=O)c1csnn1)c1ccccc1)NCCc1ccccc1	-12	-0.1	-11	-2.3	27	-4.7	-6	-7	0.3
CCCc1nc2nc(C)c(NS(=O)(=O)c3ccc(F)cc3)c(=O)n2[nH]1	1	0.4	1	-1.3	32	-0.7	-11	-8	0.0
CC(C)N(C(=O)Cn1cc(S(=O)(=O)CC(=O)NCc2ccc(F)cc2)c2ccccc21)C(C)C	2	-0.3	-57	-4.9	46	-2.9	-8	1	-0.3
O=C(CCN1CCN(CC(=O)Nc2ccccc2Cl)CC1)Nc1ccccc1F	-5	4.6	-9	-4.3	13	-2.7	1	3	2.2
COc1cccc2sc(N(CCCN(C)C)C(=O)c3ccc(S(=O)(=O)N4CCc5ccccc5C4)cc3)nc12	-46	11	24	-1.8	43	-2.8	7	-8	6.7
COCCn1c(C)nnc1SCC(=O)NNC(=O)c1ccc(Br)cc1	-4	nt	-2	-2.0	-18	-2.5	-12	-6	nt
O=C(COc1ccc(Cl)cc1)NCc1nnc(SCC(=O)Nc2ccccc2)o1	-1	0.0	-9	-1.0	0	-1.9	-4	-6	-0.3
O=C(CN1CCN(c2ccc(F)cc2)CC1)Nc1ccccc1[N+](=O)[O-]	0	-1.3	-4	-2.4	40	-1.0	-2	-1	-0.1
O=C(Nc1cccc(Cl)c1N1CCCC1)c1cccc(-c2cc3ccccc3oc2=O)c1	-3	-0.2	1	-2.5	-36	-1.6	3	1	-0.5
O=C(C1CCCCC1)N1CCN(c2ncccn2)CC1	-1	-0.2	-1	-4.2	-25	-4.6	-7	-3	0.9
Cc1ccc(S(=O)(=O)N2CCN(CC(=O)NC(=O)NCc3ccccc3)CC2)cc1C	0	-1.1	-4	-3.5	19	-5.0	-1	-3	-0.1
CCOC(=O)c1[nH]c(C)c(C(=O)Nc2ccc3c(c2)CCC3)c1C	0	-0.7	-2	-5.4	16	-1.9	-5	-5	0.2
O=C(O)c1cnn(-c2ccccc2)c1C(F)(F)F	2	0.5	2	0.3	-23	1.0	-4	-4	0.3
COc1ccc(S(=O)(=O)N(CC(=O)NN=C2CCN(C)CC2)c2cc(Cl)ccc2OC)cc1OC	-13	-1.5	-27	-2.7	20	-4.8	-3	-10	2.6
CN(Cc1nc(-c2ccncc2)no1)S(=O)(=O)c1ccc(Cl)cc1	3	5.6	-8	3.4	-14	-2.4	4	-6	4.4

Sorted by value in GPR7 antag (rising): 4 from the list above
SMILES	HCV NS3 hel inh	IMP-1 inh	PHOSPHO1 block	VIM-2 inhibitor	GPR7 antag	GalR3 antag
Cc1ccc(/C=C/C(=O)O)cc1S(=O)(=O)Nc1ccccc1C(=O)O	-2	-0.9	34	-0.8	-9	7
N#Cc1nc(-c2ccc(OCc3ccc(Cl)cc3)cc2)oc1NCc1cccnc1	2	-3.1	4	0.1	-2	-4
COc1cccc2sc(N(CCCN(C)C)C(=O)c3ccc(S(=O)(=O)N4CCc5ccccc5C4)cc3)nc12	-46	-1.8	43	-2.8	7	-8
O=C(COc1ccc(S(=O)(=O)N2CCOCC2)cc1)N1CCN(c2ccccc2)CC1	23	-1.1	68*	-2.2	10	1

Other records
SMILES	HCV NS3 hel inh	OXTR ag	FID counter	IMP-1 inh	PHOSPHO1 block	VIM-2 inhibitor	GPR7 antag	GalR3 antag	V1aR counter
O=C(O)c1ccc(CNc2ccccc2C(=O)O)cc1	-5	0.9	1	-2.4	-3	2.4	-12	-1	1.7
Nc1c(-c2ccc(Cl)cc2)cnn1-c1cccc(C(F)(F)F)c1	-5	-2.8	-6	-0.9	31	-1.6	-5	-5	-1.2
O=S(=O)(Nc1cccc(F)c1)c1cccc2nsnc12	0	-1.4	-8	-1.8	32	1.1	-12	-7	0.6
COc1ccc(NC(=O)C(CC(=O)O)Cc2ccc(Br)cc2)cc1 (stereo not given)	24	nt	-31	0.2	15	0.5	-5	-9	nt
COc1ccc(NC(=O)NNC(=O)c2ccc3ccccc3c2)cc1OC	2	-0.6	-14	-0.3	18	-5.6	1	-5	2.0
Cc1ccc(NC(=O)CSC2=C(C#N)C(c3ccco3)C3=C(CCCC3=O)N2)cc1 (stereo not given)	0	0.6	-8	-2.9	-7	-4.9	6	-2	2.3
CCCCCOC(=O)C1=C(C)Nc2nnnn2C1c1ccccc1Cl (stereo not given)	9	0.2	-14	0.0	-7	1.7	-15	-2	1.5
O=C(CCNc1cccc(Cl)c1)c1cccs1	4	-1.3	0	-2.3	29	-5.0	0	-5	-0.3
CCOc1ccccc1CNC(=O)CCc1cn(CC)c2ccccc12	4	-1.1	-32	-1.6	46	-3.3	3	-12	-1.0
CC(=O)Nc1ccc(NC(=O)c2sc3nc4c(c(-c5ccc(C)cc5)c3c2N)CCC4)cc1	-4	0.4	-7	-4.3	14	-4.5	-7	nt	-0.1
CC(C)C(=O)c1cc2c(cc1NC(=O)c1ccccc1)OCCO2	-3	-1.0	-4	0.2	-16	-1.7	-18	-6	-0.1
CCOc1c(Br)cc(/C=C2\N=C(C)OC2=O)cc1Br	21	nt	-13	-1.5	44	-1.2	-10	0	nt
CNCCCOc1cccc(OC(C)C)c1	2	0.1	8	-1.1	12	-4.0	5	-6	-0.1
COCc1ccc(C(=O)NC2CC(C)(C)Cc3c2cnn3-c2ccc(C)cc2)o1 (stereo not given)	-2	-1.8	-33	-1.4	33	-2.2	0	-4	-0.5
NS(=O)(=O)c1ccc(NC(=O)COC(=O)/C=C/c2ccc([N+](=O)[O-])cc2)cc1	-3	0.7	11	-2.0	-35	-2.1	8	-3	0.0
CN1C2C(Br)CCCCN2c2ccc(F)cc2S1(=O)=O (stereo not given)	5	0.3	1	-2.5	12	-0.2	4	-9	1.7
O=C(NNS(=O)(=O)c1ccccc1)Nc1ccc(F)cc1	1	-0.6	-1	-1.5	-12	-1.2	-15	0	1.0
C/C(=N/NC(=O)CN1CCN(Cc2ccccc2Cl)CC1)c1ccco1	-21	0.3	-18	-2.5	32	-4.3	-10	-1	0.0
COc1cccc(-c2c(C(=O)N/N=C(\C)c3ccc(Cl)s3)nnn2-c2nonc2N)c1	24	18	-16	0.0	34	-0.1	-14	0	25*
Cc1cc(C)n(C(=O)COc2c(C)cccc2C)n1	0	-0.1	5	0.1	2	-2.0	-2	-5	0.2
Cc1ccccc1Cn1cc(NC(=O)CSc2nc3c(c(C(F)(F)F)n2)CCc2ccccc2-3)cn1	2	-0.6	-3	-0.1	-9	1.4	-1	-7	-0.3
Cc1ccc(OCC(=O)N(Cc2cccc(F)c2)C2CCS(=O)(=O)C2)cc1 (stereo not given)	-1	-0.5	-28	-0.8	30	-3.0	-6	1	0.7
O=C(Nc1ccccc1Cl)c1sccc1-c1ccccc1	-16	-1.2	-15	-1.8	27	-4.8	-2	-8	-0.3
COc1ccc(NC(=O)CSc2nc3ccccc3c(=O)n2CCCC(=O)NCC2CCCO2)c(OC)c1 (stereo not given)	-15	-2.3	-70	-2.8	44	-1.4	-6	-3	-1.6
CCC(=O)c1ccc(OCC(=O)OCC(=O)c2cc(C)n(C)c2C)cc1	-3	1.5	-23	-3.4	-1	-3.8	-4	-2	7.0
O=C(NCc1nc2ccccc2[nH]1)c1ccc(S(=O)(=O)N2CCOCC2)cc1	4	0.3	3	-5.9	14	-2.0	-12	-3	-0.2
C=CCn1c(COc2cccc(C)c2)nnc1SCn1nnc2ccccc2c1=O	2	1.9	-29	-1.8	-5	0.6	1	-1	5.2
O=C(CNC(=O)c1ccccc1Br)N/N=C/c1ccc(O)cc1	-1	-0.9	-4	-4.1	24	-3.4	1	-1	0.5
CC(O)CNCCCOc1cccc(Oc2ccccc2)c1 (stereo not given)	-18	4.2	20	0.8	18	-2.0	12	-6	1.6

Fetched by compound from the list above (two):
SMILES	HCV NS3 hel inh	OXTR ag	FID counter	IMP-1 inh	PHOSPHO1 block	VIM-2 inhibitor	GPR7 antag	GalR3 antag	V1aR counter
O=C(CNC(=O)c1ccccc1Br)N/N=C/c1ccc(O)cc1	-1	-0.9	-4	-4.1	24	-3.4	1	-1	0.5
CC(O)CNCCCOc1cccc(Oc2ccccc2)c1 (stereo not given)	-18	4.2	20	0.8	18	-2.0	12	-6	1.6

Rows were taken by chance, and some 4.3% of all compounds hit somewhere here.
